# S1P2 ag = agonists of human S1P2 receptor. AID 729. S1P2-expressing cell line, agonist reporter read-out. activation, % at 4.5 µM. O95136. hit rate 0.46% among 97,000; in the data active = activation above about 16%;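 note: 0% = vehicle low control and 100% = maximal reference agonist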
# Target sequence (O95136 whole entry, looked up): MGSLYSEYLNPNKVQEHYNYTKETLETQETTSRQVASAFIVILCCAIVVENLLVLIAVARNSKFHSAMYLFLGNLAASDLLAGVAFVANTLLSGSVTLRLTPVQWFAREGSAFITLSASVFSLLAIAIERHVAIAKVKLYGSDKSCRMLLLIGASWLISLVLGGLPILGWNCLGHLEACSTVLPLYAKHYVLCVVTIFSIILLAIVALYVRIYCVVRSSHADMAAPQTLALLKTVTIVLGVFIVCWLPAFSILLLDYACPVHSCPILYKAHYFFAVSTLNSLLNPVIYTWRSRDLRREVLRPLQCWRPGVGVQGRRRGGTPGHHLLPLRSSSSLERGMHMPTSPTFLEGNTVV
# sEH inhibitor = soluble epoxide hydrolase (human) inhibition; P34913; recombinant human sEH enzymatic activity assay; inhibition, % at 2 µM; hit rate 0.34% among 91,000; AID 707; in the data active = inhibition above about 80%; note: values of inactives mirror those of a sister screen read the other way; many of its hits are not listed in these tables
# PLAP act = activators of human placental alkaline phosphatase; P05187; purified PLAP enzyme, luminescent substrate read-out; stronger effect = higher value; activation fold at 20 µM; hit rate 1.2% among 96,000; in the data active = activation fold above about 2
# S1P2 blocker = blocks the human S1P2 receptor; O95136; cell-based S1P2 antagonist assay, inhibition at 5 uM; inhibition, % at 5 µM; hit rate 0.21% among 97,000; in the data active = inhibition above about 45%;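 note: CRE beta-lactamase reporter cells expressing human S1P2 stimulated with S1P; 0% = agonist at EC80 alone and 100% = agonist plus reference antagonist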
# CD11b adhes inh = inhibitors of human CD11b/CD18 binding to fibrinogen. P05107+P11215. K562 CD11b/CD18 adhesion to fibrinogen, ATPlite luminescence; Mn2+ added to activate the integrin. inhibition, % at 10 µM. hit rate 0.54% among 93,000. AID 1497;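 active = primary inhibition of 50% or more at 10 µM, then 40% or more on retest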; note: some results filed as inactive read as strong as hits
# Target sequence (P05107 whole entry, looked up, other chains not shown): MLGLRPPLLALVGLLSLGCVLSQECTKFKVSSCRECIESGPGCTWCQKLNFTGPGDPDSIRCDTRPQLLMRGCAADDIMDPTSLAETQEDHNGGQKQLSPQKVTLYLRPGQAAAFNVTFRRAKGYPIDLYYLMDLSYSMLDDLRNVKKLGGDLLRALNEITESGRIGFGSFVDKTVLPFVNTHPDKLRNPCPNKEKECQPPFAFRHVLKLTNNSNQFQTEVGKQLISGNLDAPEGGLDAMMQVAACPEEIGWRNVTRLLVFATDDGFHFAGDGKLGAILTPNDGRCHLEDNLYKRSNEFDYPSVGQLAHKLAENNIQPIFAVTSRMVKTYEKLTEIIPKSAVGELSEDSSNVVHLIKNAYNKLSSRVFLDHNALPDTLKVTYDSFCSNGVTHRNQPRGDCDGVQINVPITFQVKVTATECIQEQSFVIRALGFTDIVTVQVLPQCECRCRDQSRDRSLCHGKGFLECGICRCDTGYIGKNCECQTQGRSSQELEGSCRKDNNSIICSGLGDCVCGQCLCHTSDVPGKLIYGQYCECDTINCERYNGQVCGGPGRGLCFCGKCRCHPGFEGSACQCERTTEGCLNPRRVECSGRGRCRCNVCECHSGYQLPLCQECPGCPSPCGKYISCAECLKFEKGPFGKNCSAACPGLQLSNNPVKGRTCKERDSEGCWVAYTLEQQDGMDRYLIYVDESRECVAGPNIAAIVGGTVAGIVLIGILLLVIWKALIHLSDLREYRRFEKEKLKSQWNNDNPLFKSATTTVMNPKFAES
# PostGolgi ctrl = inhibits growth of the yeast control strain | efflux-deficient yeast background strain, growth absorbance A615, 16 h | inhibition, % at 10 µM | hit rate 5% among 98,000 | AID 738
# sEH activator = increases human soluble epoxide hydrolase activity; hit rate 0.04% among 91,000; activation, % at 2 µM; P34913; purified human sEH enzymatic activity, activator screen; AID 717; in the data active = activation above about 37%; note: values of inactives mirror those of a sister screen read the other way
# E coli WT exp = blocks growth of wild type E. coli BW25113; OD600 absorbance; growth inhibition, % at 100 µM; hit rate 0.15% among 98,000; AID 710;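 active = growth inhibition above about 50% at one test dose, limit read from the data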;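 note: growth measured after 20 h incubation at 37 °C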
# PostGolgi yeast = growth inhibition of a yeast mutant, post-Golgi transport screen. post-Golgi transport phenotypic cell assay. inhibition, % at 10 µM. hit rate 0.9% among 98,000;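 note: yeast cells grown in 1536-well plates; yeast grown about 18 h at 30C before absorbance read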
# The depositor's hits bear a star; x = not tested or not shown. Cut-off read from the data, not from the text of the source, unless noted: active = inhibition above about 30%; inactive = the rest.
SMILES,S1P2 ag,sEH inhibitor,PLAP act,S1P2 blocker,CD11b adhes inh,PostGolgi ctrl,sEH activator,E coli WT exp,PostGolgi yeast
CCOC(=O)CSc1nc2cc(C(=O)N3CCCC3)ccc2c(=O)n1Cc1ccccc1,-3,-6,1.7,-7,0,13,6,-7,14
COCCNC(=O)CN1C(=O)CSc2ncccc21,-3,-2,x,17,x,-3,1,5,-7
COc1nc(-c2ccccc2Cl)ccc1C#N,-6,2,0.9,-1,0,4,-3,-5,14
CC(C)(C)c1ccc(OCC(=O)NCc2ccco2)c(Br)c1,-3,6,1,4,8,12,-8,3,7
CCOC(=O)c1cnc(SCCc2ccccc2)nc1N,-3,8,0.9,-4,-2,23,-4,-7,-6
Fc1cccc(-c2cc3nc(-c4ccccc4)cc(N4CCC5(CC4)OCCO5)n3n2)c1,-4,-4,x,-17,x,x,4,x,x
Cc1cccc2c(=O)c(C(=O)N3CCCCCC3)c[nH]c12,1,8,1,4,-2,16,-8,-3,-9
[O-][n+]1c2c(c3c4non(O)c4ccc31)CCCC2,-8,-1,0.8,-18,96*,82*,1,4,31*
CCOc1ccccc1NC(=O)C1CCCN(C(=O)NCc2ccccc2)C1 (stereo not drawn),-11,13,0.9,28,-8,5,-10,5,-3
COC(=O)c1cc(NC(=O)Nc2ccccc2OC)cc(C(=O)OC)c1,-9,15,0.9,-7,-7,1,-13,-13,-8
O=C(Oc1cccc2cccnc12)c1cccs1,-1,-10,1.4,16,-4,1,10,13,13
CC1CCN(c2nc3c(c(=O)n(C)c(=O)n3C)n2Cc2ccccc2)CC1,-2,-6,0.8,-10,9,18,8,-16,9
CCOC(=O)c1cc(C#N)c(Oc2ccccc2)nc1-c1ccccc1,-3,-21,1.1,-10,7,18,23,-12,8
O=C1C2C3c4ccccc4C(c4ccccc43)C2C(=O)N1Cc1cccnc1 (stereo not drawn),-3,2,0.9,21,-2,1,-1,-1,10
Cc1ccc(CNCCC2=CCCCC2)cc1,-4,19,0.8,-1,9,14,-19,17,-5
O=C(COc1ccc2ccccc2c1)Nc1ccc(Cc2ccncc2)cc1,-6,34,0.9,-10,x,1,-32,-2,-5
COCCCN1C(=O)C(=O)/C(=C(/O)c2ccc(OC(C)C)cc2)C1c1cccnc1 (stereo not drawn),-6,1,1.2,1,2,-7,-2,2,-2
NS(=O)(=O)c1ccc(CNC(=O)/C=C/c2c(Cl)cccc2Cl)cc1,-2,92*,1.1,10,x,-1,-92,-3,-6
O=C(CN(Cc1ccccc1F)C(=O)Cn1nnc(-c2cccs2)n1)NC1CCCCC1,-7,14,1.1,-1,-36,0,-11,-7,5
O=C(Nc1ccccc1)c1sc2cc(C(F)(F)F)cnc2c1-c1cccs1,-6,-6,0.8,46*,0,3,9,-8,18
CC(C)C(=O)NS(=O)(=O)c1ccc(N)cc1,-3,10,0.9,-6,-3,-4,-8,6,-3
Cn1c(SCC(=O)N2CCc3ccccc32)nc2cccnc21,-7,-15,1.1,-38,10,1,12,0,4
CCC1Oc2ccc(C)cc2N(CC(=O)N2CCN(c3ccc(F)cc3)CC2)C1=O (stereo not drawn),-5,0,1.2,-19,-4,-2,-1,-6,3
CCC(C)NC(=O)c1csc2c1CCCCC2 (stereo not drawn),-4,0,0.9,0,5,20,-1,3,-1
C=CCN1C(=O)C2(C(C#N)=C(N)Oc3n[nH]c(CCC)c32)c2ccccc21 (stereo not drawn),-6,-9,1,-3,x,0,9,9,3
Cc1ccc(NC(=O)c2ccc(CSc3nnc(C)s3)cc2)c(C)c1,-8,-1,0.8,10,x,13,0,-2,-1
Cn1c(=O)c2c(nc(CN3CCN(c4ccccc4)CC3)n2Cc2ccccc2Cl)n(C)c1=O,-10,9,1.6,4,14,7,-10,-14,-1
Cc1ccc(-c2[nH]nc3c2C(c2cccnc2)C(C#N)=C(N)O3)cc1 (stereo not drawn),-5,x,x,-3,x,7,x,0,4
COc1ccc(C)cc1-n1nnnc1SCc1csc(C)n1,-1,-6,1.7,-6,64,0,6,4,17
Cc1cc(C2C(=O)CC(=O)CC2c2ccccc2)on1 (stereo not drawn),-3,-7,1.2,13,21,12,7,-3,6
CC(=O)N1CCC(O)(c2cccc(C(F)(F)F)c2)CC1,-3,-6,1.2,6,-7,20,5,0,3
CCNc1nc(N2CCOCC2)nc(N(c2ccccc2)c2ccccc2)n1,-6,16,1.1,-13,-1,9,-15,-12,-5
N#C/C(=C/c1ccc(Sc2nc3ccccc3[nH]2)o1)c1cccc(Br)c1,0,2,1.4,-14,3,32*,0,-11,0
CCN(CC(=O)N1CCN(C)CC1)S(=O)(=O)c1ccc(Cl)cc1,-2,-11,1.4,6,-6,4,13,-2,0
COC(=O)c1ccc(NC(=O)CN2C(=O)CCC2=O)cc1,x,x,0.8,x,-10,-1,x,8,-8
O=C(CC1Nc2ccccc2NC1=O)NCC1COc2ccccc2O1 (stereo not drawn),-9,-12,1.1,18,-8,-13,12,0,17
O=c1c2cnn(-c3ccccc3)c2ncn1Cc1ccccc1,-7,-7,x,-8,x,4,13,-19,-2
CCOc1cc(Br)c(C(=O)O)cc1OC,-4,3,0.9,5,-5,7,-1,2,-7
Nn1c(SCC(=O)Nc2ccc3c(c2)OCO3)nnc1-c1ccc(Cl)cc1,-3,11,1,19,-15,-3,-10,10,-6
COc1cc(C2C(C#N)=C(N)OC3=C2C(=O)CC(C)(C)C3)c([N+](=O)[O-])cc1OC (stereo not drawn),-4,-4,1.1,5,x,3,2,3,-3
COc1ccc(C2C(C(=O)Nc3cccnc3)=C(C)Nc3nc(-c4cccs4)nn32)cc1 (stereo not drawn),-6,6,x,2,x,x,-3,x,x
O=C(CN(Cc1ccccc1F)S(=O)(=O)c1ccc(Cl)cc1)NCCCO,-5,9,1.1,10,2,2,-10,-3,1
CCC12CN(S(=O)(=O)c3ccc(C)cc3)CC(CC)(CN(S(=O)(=O)c3ccc(C)cc3)C1)C2=O,-5,-6,1.3,-3,9,-6,8,-17,3
N#CC1=C(N)Oc2c(oc(CO)cc2=O)C1c1ccsc1 (stereo not drawn),-5,18,1,-10,-21,3,-18,4,-3
Cn1cc(C(=O)c2ccc(Cl)cc2)cc1-c1nc2ccccc2n1C,-7,-13,1,24,31,40*,10,-12,9

# Of the compounds above, three have bromine:
SMILES,S1P2 ag,sEH inhibitor,PLAP act,S1P2 blocker,CD11b adhes inh,PostGolgi ctrl,sEH activator,E coli WT exp,PostGolgi yeast
CC(C)(C)c1ccc(OCC(=O)NCc2ccco2)c(Br)c1,-3,6,1,4,8,12,-8,3,7
N#C/C(=C/c1ccc(Sc2nc3ccccc3[nH]2)o1)c1cccc(Br)c1,0,2,1.4,-14,3,32*,0,-11,0
CCOc1cc(Br)c(C(=O)O)cc1OC,-4,3,0.9,5,-5,7,-1,2,-7

# (more compounds)
SMILES,S1P2 ag,sEH inhibitor,PLAP act,S1P2 blocker,CD11b adhes inh,PostGolgi ctrl,sEH activator,E coli WT exp,PostGolgi yeast
COCCNC(=O)CN(c1cc(C(F)(F)F)ccc1Cl)S(C)(=O)=O,-8,6,1,-30,1,7,-6,4,0
O=C1c2ccccc2NC2(CCCC2)N1O,-2,-6,0.9,-5,-6,-1,9,10,-5
COc1ccc(C(=O)OCn2nnc3ccccc3c2=O)cc1OC,-1,-1,1,-29,3,4,0,-4,14
CC(N=c1ccccn1C(=O)Nc1ccc(Cl)cc1)c1ccco1 (stereo not drawn),-11,49,0.9,29,12,3,-50,0,-9
FC(F)(F)c1cnc2c(-c3ccc(Cl)cc3Cl)noc2c1,-2,-4,0.9,-16,-1,11,3,11,-7
CCc1ccc2c(c1)c1nc(C)sc1n2CC(=O)OC,0,7,1.1,-22,4,7,-6,-3,-4
Cc1ccc(NC(=O)CCCCCC2NC(=O)NC2C)cc1 (stereo not drawn),-6,4,1,20,5,2,-5,8,3
Cc1cc(NC(=O)CCC(=O)N(CC(=O)NC2CCCC2)Cc2ccco2)no1,-7,-3,0.8,-12,9,16,1,5,-16
Cc1nc(CS(=O)(=O)c2ccccc2)cc(Sc2ccc(Cl)cc2)n1,-3,2,1.2,15,-3,11,-1,-1,11
CCCCc1ccc(/C=C2\C(=O)c3ccccc3C(O)=C2C(=O)OCC)cc1,-9,5,0.6,5,97,14,-6,-12,-14
CC(C)(C)c1ccc(OCC(=O)Nc2ccc(-c3nc4cccnc4o3)cc2)cc1,-2,-5,2*,-13,29,-6,7,0,-9
C=CCn1c(-c2csc(-c3ccccc3)n2)n[nH]c1=S,0,13,0.9,-7,5,0,-11,-4,20
COC(=O)c1c(-c2ccccc2)csc1NC(=O)c1ccco1,1,-9,1,-33,3,3,8,-16,14
c1ccc2c(c1)nc(NCCN1CCOCC1)c1nncn12,-3,4,1,-2,-9,8,-4,7,-3
O=C1CC(c2nc3ccccc3[nH]2)CN1c1ccccc1F (stereo not drawn),-1,3,1.1,-33,-37,7,-3,6,5
Cc1scc(C(=O)N/N=C/c2ccc(OCC(C)C)cc2)c1C,-2,64,0.8,-6,-1,26,-64,-6,3
CSCCC(NC(=O)c1ccc(=O)n(C)n1)c1nc2ccccc2[nH]1 (stereo not drawn),x,x,1.1,x,-4,23,x,6,-7
Cc1cccc(NC(=O)CSc2nc(-c3ccccc3)c(C#N)c(=O)[nH]2)c1C,-9,-2,1.2,-13,x,1,2,-1,-4
COc1ccc(S(=O)(=O)N2CCN(C(=O)c3c(-c4ccccc4)noc3C)CC2)cc1,-3,2,1.1,6,-6,6,-1,5,-1
Cc1nc2scc(-c3cccs3)c2c(=O)o1,-1,3,0.9,15,-9,13,-4,-2,-7
CN(c1ccc(C(=O)NCC2CCCO2)cc1)S(C)(=O)=O (stereo not drawn),-3,-7,1,-32,-29,0,5,1,2
Cc1ccc(-n2c(C)cc(C(=O)OCC(=O)N(C)C3CCS(=O)(=O)C3)c2C)cc1 (stereo not drawn),x,x,1.4,x,-20,18,x,2,6
CCC(Oc1ccccc1)C(=O)N1CC(C)CC(C)C1 (stereo not drawn),-12,-5,1.3,2,-2,-4,9,3,-6
CC(C)OC(=O)c1ccc(NC(=O)Cn2c(-c3nonc3N)nc3ccccc32)cc1,-4,-2,x,-11,x,x,2,x,x
CS(=O)(=O)N(CC(=O)N1CCOCC1)c1ccc2c3c(cccc13)CC2,-3,-22,1.5,13,-14,8,21,-8,-1
CCN(CC)S(=O)(=O)c1cc(C(=O)O)c(Cl)cc1Cl,-4,-13,1,-3,-6,5,11,-1,-2
CCOC(=O)c1[nH]c(C)c(C(=O)NC2CCN(C(=O)OCC)CC2)c1C,-6,x,1.2,-2,11,3,x,17,16
O=C(c1oc2ccccc2c1N1CCCCC1)N1CCCCC1,-1,12,0.6,2,12,0,-10,11,6
c1csc(CN2CCOCC2)c1,0,-6,0.9,-7,0,0,4,-1,-7
O=C(N=C1SCC(=O)N1c1ccccc1Cl)c1ccco1,-3,7,1.4,18,-6,16,-6,-4,12

# Some of the entries above in another layout:
Molecule | S1P2 ag | sEH inhibitor | PLAP act | S1P2 blocker | CD11b adhes inh | PostGolgi ctrl | sEH activator | E coli WT exp | PostGolgi yeast
Cc1scc(C(=O)N/N=C/c2ccc(OCC(C)C)cc2)c1C | -2 | 64 | 0.8 | -6 | -1 | 26 | -64 | -6 | 3
CSCCC(NC(=O)c1ccc(=O)n(C)n1)c1nc2ccccc2[nH]1 (stereo not drawn) | x | x | 1.1 | x | -4 | 23 | x | 6 | -7
Cc1cccc(NC(=O)CSc2nc(-c3ccccc3)c(C#N)c(=O)[nH]2)c1C | -9 | -2 | 1.2 | -13 | x | 1 | 2 | -1 | -4
COc1ccc(S(=O)(=O)N2CCN(C(=O)c3c(-c4ccccc4)noc3C)CC2)cc1 | -3 | 2 | 1.1 | 6 | -6 | 6 | -1 | 5 | -1
Cc1nc2scc(-c3cccs3)c2c(=O)o1 | -1 | 3 | 0.9 | 15 | -9 | 13 | -4 | -2 | -7

# Carrying on.
SMILES,S1P2 ag,sEH inhibitor,PLAP act,S1P2 blocker,CD11b adhes inh,PostGolgi ctrl,sEH activator,E coli WT exp,PostGolgi yeast
COC(=O)CS(=O)(=O)c1cc(Br)cc2c1N(C(C)=O)CC2,-7,8,0.9,5,-38,15,-10,1,3
Cc1cc(Cl)c(S(=O)(=O)Nc2ccccn2)cc1OCC(N)=O,-7,8,1.1,5,-24,-5,-6,-1,3
COCCn1nnnc1C(CC(C)C)N1CCN(c2ccccc2)CC1 (stereo not drawn),-4,0,x,-13,x,x,0,x,x
Cc1ccc(C2=[N+]([O-])C(C)N(O)C2(C)C)o1 (stereo not drawn),-5,4,1.5,-5,-25,2,-6,-19,-5
c1cncc(-c2cccnc2)c1,-6,-5,1.1,1,x,-6,7,11,-1
COc1ccc(C)cc1S(=O)(=O)N(CC(=O)O)c1ccccc1,-1,1,1.1,-12,2,2,-2,8,-3

# Screening data (PubChem)
